Efflux pump mplx: inhibitors of Candida efflux pumps in yeast, primary screen, S. cerevisiae, Nile Red, multiplex. AID 485275, 2010. S. cerevisiae Candida pump triplex. hit rate 0.44% among 330,000. inhibition, % at 10 µM;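 active = plate passing quality check with inhibition over a set limit, or well fluorescence over plate mean plus 4 SD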;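 note: Nile Red retained in pooled yeast measured as flow cytometry median fluorescence; 0% = buffer negative control and 100% = Enniatin B positive control; higher means more Nile Red kept so more efflux inhibition; some compounds called inactive have numbers as strong as hits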
proCasp3 act: activators of human procaspase-3 D3A mutant, primary screen, biochemical, absorbance, PC-3 D3A mutant, single concentration. Caspase-3 (Homo sapiens), P42574. activation, % at 8.5 µM. recombinant procaspase-3 D3A, Ac-DEVD-pNA absorbance 405 nm. hit rate 0.11% among 330,000;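 active = activation above the mean of all tested compounds plus 3 SD, cut at about 21% in these data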;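 note: 0% = DMSO alone and 100% = DMSO wells spiked with extra 5 µM PC-3 D3A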
Target sequence (P42574 whole entry D9A/D28A/D175A): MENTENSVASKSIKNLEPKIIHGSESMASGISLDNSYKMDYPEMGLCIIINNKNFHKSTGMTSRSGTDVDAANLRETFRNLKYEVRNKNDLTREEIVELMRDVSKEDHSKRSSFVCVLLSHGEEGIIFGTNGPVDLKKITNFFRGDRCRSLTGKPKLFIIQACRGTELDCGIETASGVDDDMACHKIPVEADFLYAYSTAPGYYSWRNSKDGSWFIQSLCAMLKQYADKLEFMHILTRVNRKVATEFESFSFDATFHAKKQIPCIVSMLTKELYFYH
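Assay system: Procaspase-3 D3A mutant, all three cleavage aspartates alanine. Buffer or medium: Zinc-free HEPES saline buffer with Triton X-100. Times: 1 h compound preincubation, 2 h substrate hydrolysis at 25 °C. Measured by: 405 nm absorbance of p-nitroaniline, reads at 0 and 120 min. Read-out basis: percent activation relative to control range. Replicates: singlicate.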
TPT1 inh: Candida albicans TPT1 enzyme inhibitors, primary screen, biochemical, fluorescence polarization; inhibition, % at 5 µM; recombinant caTPT1, FP RNA substrate dephosphorylation; tRNA 2'-phosphotransferase TPT1 (Candida albicans SC5314); hit rate 0.81% among 300,000;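 active = inhibition above the mean of all tested compounds plus 3 SD, set per screening campaign, cut at about 24% in these data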;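 note: plate controls were DMSO alone for no effect and ferristatin control at 100 nM for full effect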
PP1 counter: PP1-alpha phosphatase inhibitors, primary screen, counter-screen for PP5 inhibitor project, biochemical, fluorescence, OMFP substrate, single point | Serine/threonine-protein phosphatase PP1-alpha catalytic subunit (Homo sapiens), P62136 | purified PP1alpha | inhibition, % at 6.7 µM | hit rate 0.9% among 320,000 | AID 2235, 2010;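 active = inhibition above the mean inhibition of all tested compounds plus 3 SD, computed separately for each screening campaign, cut at about 15% in these data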
GASC-1 inh: inhibitors of GASC-1 histone demethylase, primary screen, biochemical, fluorescence, DELFIA europium | GST-JMJD2C(1-420) H3K9me3 demethylation | inhibition, % at 2.35 µM | hit rate 0.069% among 330,000;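 active = more than half of a compound's replicate wells show inhibition beyond 50%, single wells judged on their own value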;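 note: signal counts dimethyl H3K9 product captured on neutravidin plate; 0% = median of DMSO wells and 100% = 0.3 times that DMSO median; strong numbers were not always called active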
HCV core dimer: inhibitors of HCV core protein dimerization, primary screen, biochemical, TR-FRET, high-throughput; TR-FRET GST/Flag-core106 dimerization, 1536-well; inhibition, % at 5 µM; hit rate 0.33% among 300,000; AID 1899, 2009;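 active = inhibition above the mean of all tested compounds plus 3 SD, set per screening campaign, cut at about 45% in these data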
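System: GST-tagged and Flag-tagged HCV core protein residues 1-106 / Input: core106 proteins, GST 13.5 nM and Flag 17 nM / Buffer or medium: KF-containing HEPES buffer, pH 7.45, DTT, CHAPS, BSA / Probe or stimulus: Eu-anti-GST and XL665-anti-Flag labelled anti-tag antibodies / Schedule: 4 h, 22.5 °C incubation / Technique: TR-FRET 671 and 617 nm emission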
CTSL1 counter: Fasciola hepatica cathepsin L1 inhibitors, primary screen, counter-screen for PFM18AAP inhibitor project, biochemical, QFRET, fluorogenic peptide substrate; hit rate 0.49% among 300,000; recombinant F. hepatica cathepsin L1, Z-Leu-Arg-MCA fluorescence; inhibition, % at 5.96 µM;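 active = inhibition above the mean of all tested compounds plus 3 SD, set per screening campaign, cut at about 17% in these data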;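 note: 0% = plate median of test compound wells and 100% = 1 µM Z-Phe-Ala-diazomethylketone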
procasp7 counter: procaspase-7 activators, primary screen, counter-screen for procaspase-3 activator project, biochemical, absorbance, HTS, human; Caspase-7 (Homo sapiens), P55210; recombinant procaspase-7, Ac-DEVD-pNA absorbance 405 nm; D23A/D198A/D206A triple mutant, cannot self-cleave; scale: DMSO 0, 5 µM enzyme 100; activation, % at 8.5 µM; hit rate 0.093% among 330,000;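 active = percent activation above the screen-wide mean plus 3 SD, cut at about 25% in these data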
Target sequence (P55210 whole entry D23A/D198A/D206A): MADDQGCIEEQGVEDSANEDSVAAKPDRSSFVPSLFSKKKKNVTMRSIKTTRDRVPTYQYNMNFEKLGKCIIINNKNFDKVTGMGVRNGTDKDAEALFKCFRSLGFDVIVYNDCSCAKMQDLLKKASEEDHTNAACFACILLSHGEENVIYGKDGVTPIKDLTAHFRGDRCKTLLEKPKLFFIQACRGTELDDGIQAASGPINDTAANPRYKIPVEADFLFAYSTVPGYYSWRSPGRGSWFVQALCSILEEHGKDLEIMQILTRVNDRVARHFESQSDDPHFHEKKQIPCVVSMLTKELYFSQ
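Assay system: Uncleavable procaspase-7 mutant enzyme / Input: 2 µM procaspase-7 mutant as dispensed / Dosing: single nominal 8.5 µM compound dose, 0.8% DMSO final / Timing: 1 h enzyme–compound preincubation and 2 h substrate reaction, both 25 °C / Detection: p-Nitroaniline absorbance at 405 nm, read at 0 and 120 min / Replication: singlicate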
PP5 inh: PP5 phosphatase inhibitors, primary screen, biochemical, fluorescence | Serine/threonine-protein phosphatase 5 (Homo sapiens), P53041 | purified PP5c, OMFP substrate fluorescence | inhibition, % at 6.7 µM | hit rate 0.18% among 320,000;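 active = inhibition above the campaign's mean inhibition across all tested compounds plus 3 SD, cut at about 9.5% in these data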;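 note: 0% = DMSO only and 100% = 100 µM cantharidin control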
Target sequence (P53041 whole entry, looked up): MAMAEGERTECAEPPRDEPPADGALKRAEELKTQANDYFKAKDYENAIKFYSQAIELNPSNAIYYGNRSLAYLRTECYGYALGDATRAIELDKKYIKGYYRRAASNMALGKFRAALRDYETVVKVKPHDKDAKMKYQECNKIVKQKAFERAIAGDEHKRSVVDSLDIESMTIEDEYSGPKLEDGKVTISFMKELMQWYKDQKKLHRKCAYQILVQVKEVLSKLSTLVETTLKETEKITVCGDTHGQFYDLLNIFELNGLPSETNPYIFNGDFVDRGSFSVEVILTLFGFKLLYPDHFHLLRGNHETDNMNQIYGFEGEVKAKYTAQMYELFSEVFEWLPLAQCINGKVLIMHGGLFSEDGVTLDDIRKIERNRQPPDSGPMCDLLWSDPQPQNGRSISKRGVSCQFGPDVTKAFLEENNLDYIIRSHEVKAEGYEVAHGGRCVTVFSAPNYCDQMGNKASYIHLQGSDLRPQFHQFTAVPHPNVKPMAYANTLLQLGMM
* marks the source's active call; other numbers are inactive results; . = no result given.

structure | PP5 inh | GASC-1 inh | PP1 counter | TPT1 inh | HCV core dimer | Efflux pump mplx | procasp7 counter | proCasp3 act | CTSL1 counter
O=C(NCCC1=CCCCC1)C1COc2ccccc2O1 (stereo not given) | 3.0 | . | -4 | 1 | 2 | 0.2 | -1 | 11 | 5
COc1ccc(S(=O)(=O)Cc2ccc(C(=O)NCc3cccnc3)o2)cc1 | 0.1 | 9 | -4 | -1 | -4 | 0.0 | -5 | -5 | 4
N#Cc1ccccc1NC(=O)COC(=O)/C=C/c1ccc(S(=O)(=O)N2CCOCC2)cc1 | . | -1 | . | . | . | 0.0 | -5 | -2 | .
CC(C)c1ccc(N=C2NN=C(c3cccs3)CS2)cc1 | -8.9 | 4 | 4 | 40* | 14 | 0.2 | -14 | 0 | 12
CC(=O)c1c(C)[nH]c(C(=O)Nc2ccc3c(c2)OCCO3)c1C | 1.1 | -5 | -2 | 0 | 2 | -0.1 | 7 | 0 | 5
Cc1nc(OCC(C)C)c2sc3nc4c(cc3c2n1)COC(C)(C)C4 | 1.6 | 19 | -1 | -2 | -1 | -0.1 | -6 | -2 | -2
CC(NC(=O)COC(=O)CC(c1ccccc1)c1ccccc1)c1ccccc1 (stereo not given) | 3.0 | 9 | 6 | 0 | 6 | 0.5 | -10 | 0 | -4
CC(C)c1ccc(NC(=O)CNC(=O)Cn2cnc3ccccc3c2=O)cc1 | 1.3 | 10 | 6 | -1 | -3 | -0.1 | 2 | 5 | 7
CC1=NS(=O)(=O)c2cc(Cl)ccc2N1 | 1.4 | -16 | -1 | -2 | 4 | -0.1 | 1 | 6 | -3
COc1ccc(CCNC(=O)c2cn(C)c3ccc(S(=O)(=O)N4CCOCC4)cc3c2=O)cc1OC | -1.7 | 2 | -3 | -3 | -2 | -0.1 | 2 | 1 | -1
CCCCN(C)C(=O)Cn1cnc2sc(C)c(S(=O)(=O)N3CCN(c4ccccc4OC)CC3)c2c1=O | -1.7 | 13 | -4 | 0 | 9 | 0.1 | -2 | 7 | 0
Cc1c(-c2ccnc3cc(C(=O)O)nn23)cnn1C | 3.6 | -11 | -4 | -4 | 6 | 0.0 | 6 | 3 | 1
Cc1ccc(-n2c(C)nnc2SCC(=O)N2CCc3ccccc3C2)cc1 | -1.9 | 2 | -4 | 0 | -4 | 0.0 | 3 | 3 | 1
COc1ccc(NC(=O)Nc2ccc3c(c2)CC(=O)N([C@H](C)CO)C[C@H](C)[C@H](CN(C)Cc2ccc(C(=O)O)cc2)O3)cc1 | . | 0 | . | . | . | 0.1 | 7 | 7 | .
CCOC(=O)[C@@H]1[C@H]2COc3ccc(Br)cc3[C@H]2N2C(=O)N(c3ccc(F)cc3)C(=O)[C@@]12C | -0.8 | 6 | 0 | -1 | 3 | -0.1 | -7 | 2 | 4
COc1cccc2c(SCC(=O)N/N=C/c3ccccc3)cc(C)nc12 | 0.9 | 8 | -2 | 0 | 4 | -0.2 | -8 | -11 | -1
CN1CCN(S(=O)(=O)c2ccc(N(C)Cc3ccc(C(F)(F)F)cc3)c([N+](=O)[O-])c2)CC1 | 5.2 | 0 | 1 | . | . | 0.3 | -3 | -1 | .
O=C(NCc1cccc(C(F)(F)F)c1)N1CCN(S(=O)(=O)c2ccccc2F)CC1 | 1.9 | -13 | 2 | -2 | 7 | 0.2 | 7 | 0 | -1
COc1cccc(NC(=O)Nc2nnc(Cc3ccccc3F)s2)c1 | 3.1 | -7 | 12 | 0 | 3 | -0.1 | 7 | -1 | 3
Cc1ccc(CNC(=O)c2ccc(CS(=O)Cc3ccccc3Cl)o2)cc1 (stereo not given) | -0.3 | -8 | -2 | -6 | -11 | 0.1 | -11 | 1 | -2
O=C(NC1CCN(c2ncccn2)CC1)c1ccccc1F | 2.3 | 17 | -2 | -3 | 3 | -0.7 | 4 | -3 | -2
CC(C)OC(=O)CC1C(=O)NCCN1C(=S)NC(=O)c1ccc(F)cc1 (stereo not given) | -1.1 | -8 | -6 | 0 | -13 | -0.2 | -14 | -6 | 5
CCC(=O)c1cn(CC(=O)NCc2ccco2)c2ccccc12 | 0.8 | -7 | -14 | -6 | -11 | -0.1 | 4 | -1 | 8
O=C(OCCN1CCCCC1)c1ccccc1Cl | 3.4 | -3 | 0 | -4 | 4 | 0.0 | 15 | 13 | 1
CCN(CC(=O)Nc1c(F)cccc1F)C(=O)c1ccc(N2CCCC2=O)cc1 | 0.5 | 0 | -8 | 1 | 7 | 0.0 | 3 | 2 | 3
CC(/C=N/NC(=O)c1ccccc1C)=C\c1ccccc1 | -0.1 | 4 | 1 | -2 | 0 | 0.1 | 0 | -1 | 0
COc1ccc(C(=O)N2CCC(C(=O)O)CC2)cc1 | -0.6 | 3 | 1 | -2 | -3 | 0.0 | 3 | 1 | -2
CC(=O)c1ccc(NC(=S)N2CCN(CCN3C(=O)c4cccc5cccc(c45)C3=O)CC2)cc1 | -1.9 | -19 | 1 | -1 | -10 | 0.3 | 5 | 6 | -1
Cc1ccc2cn[nH]c2c1N | 1.5 | -2 | -5 | -3 | -8 | -0.2 | 7 | 4 | -1
CCc1ccc(C(=O)CCC2CCCCC2=O)cc1 (stereo not given) | 3.4 | -15 | 4 | -8 | 5 | -0.1 | 7 | 9 | -3
CC(NC(=S)Nc1cccc(C(F)(F)F)c1)C(C)(C)C (stereo not given) | 2.8 | -20 | -7 | 4 | -3 | 0.2 | 0 | 3 | -7
COC(=O)c1cccc(-n2cnnn2)c1 | 0.8 | -13 | -4 | 0 | -4 | 0.0 | 3 | -2 | 1
O=S(=O)(NCCC1=CCCCC1)c1ccccc1Cl | 1.0 | -2 | 2 | . | . | -0.1 | 4 | 0 | .
COCCCNC(=O)C1CCCN(C(=O)Nc2ccc(OC)cc2)C1 (stereo not given) | 0.9 | -6 | -2 | 6 | -2 | -0.1 | 0 | 7 | -4
Cc1ccc(-c2csc(NC(CO)c3nc4ccccc4n3CCOCCO)n2)cc1 (stereo not given) | 2.9 | 6 | 0 | 1 | -10 | 0.0 | -7 | 4 | -3
CCc1nnc(NC(=O)CCn2cnc3ccccc3c2=O)s1 | 0.1 | 9 | -2 | 0 | 0 | -0.1 | 2 | 10 | -4
OCC1OC(n2nnc3ccccc32)C(O)C(O)C1O (stereo not given) | 2.3 | -4 | -3 | -6 | 1 | 0.0 | 8 | 1 | 3
CC(=O)N(CCN(C(C)=O)c1ccccc1)c1ccccc1 | -3.0 | 10 | -3 | -6 | -3 | 0.2 | 3 | -10 | -8
O=C(COC(=O)c1ccc(O)cc1O)Nc1ncc(Cl)cc1Cl | 0.2 | -4 | -5 | -2 | 1 | 0.1 | 1 | 3 | -4
Cc1csc2nc(SCC(=O)Nc3ccccc3F)[nH]c(=O)c12 | 3.2 | -5 | 1 | 2 | -6 | 1.0 | 4 | -1 | -1
Cc1ccccc1OCC(O)CN1CCN(c2ccc(Cl)cc2)CC1 (stereo not given) | 2.6 | -1 | -1 | -3 | -2 | -0.1 | 2 | 12 | 2
Nc1cc(C(=O)OCC(=O)N2CCC(Cc3ccccc3)CC2)ccc1Cl | 2.3 | . | 7 | . | . | -0.1 | 3 | -2 | .
Cc1ccc(C2CC(c3cccs3)=NN2C(=O)c2ccco2)o1 (stereo not given) | 0.3 | -4 | -3 | 1 | 18 | 0.1 | -2 | -2 | 2
C/C=C(/C)C(=O)O[C@@H]1c2c(ccc3ccc(=O)oc23)OC(C)(C)[C@@H]1OC(C)=O | . | 1 | . | . | . | 0.3 | -15 | 3 | .
COC(=O)CSc1snnc1-c1ccc(Cl)c(Cl)c1 | 2.2 | -5 | 5 | 0 | -1 | 0.0 | 8 | 7 | 4
O=C(C1CCN(Cc2nc(-c3ccc(Cl)cc3)no2)CC1)N1CCOCC1 | 1.1 | 7 | -4 | -5 | 1 | 0.0 | 7 | -3 | -5
Fc1ccc(-c2nnn(Cc3ccc(F)cc3Cl)n2)cc1 | 1.0 | -7 | 1 | 1 | -3 | -0.2 | 9 | 0 | -1
CCn1c(SCC(=O)O)nc2ccccc21 | 1.1 | 32 | 0 | 2 | 1 | 0.2 | 0 | -6 | 3
Cc1ccc(N2C(=O)C(Cl)=C(N3CCOCC3)C2=O)c(C)c1 | 3.9 | -17 | -2 | -1 | -5 | 0.0 | 0 | -9 | 7
O=C(COC(=O)CCN1C(=O)c2ccccc2C1=O)Nc1ccc(S(=O)(=O)N2CCCC2)cc1 | -0.4 | -33 | -3 | -2 | 10 | -0.1 | -5 | 6 | -5

Further compounds follow.
structure | PP5 inh | GASC-1 inh | PP1 counter | TPT1 inh | HCV core dimer | Efflux pump mplx | procasp7 counter | proCasp3 act | CTSL1 counter
COc1cc(OCC(N)=O)cc(OC)c1OC | -0.3 | 12 | -4 | 3 | -8 | 0.8 | 2 | 2 | 4
CN1CCC(N(C)S(=O)(=O)c2ccc(NC(=O)c3ccc(S(=O)(=O)N(C)C)cc3)cc2)CC1 | . | -1 | . | . | . | 0.0 | 3 | 2 | .
Cc1cccc(Nc2nnc(C)c(=O)n2N)c1 | 0.9 | 6 | -5 | 2 | -3 | 0.1 | 9 | 2 | -4
CN(C)c1ccc(C(=O)N2CCN(c3cc(C(F)(F)F)nc4ccccc34)CC2)cc1 | 1.7 | 12 | 2 | 4 | 9 | 0.0 | 0 | -3 | 0
Cc1ccc(C(=O)N/C(=C/c2ccccc2F)C(=O)NCCCn2ccnc2)cc1 | 1.9 | -1 | -3 | 1 | 1 | 0.2 | -13 | -8 | -1
Cc1ccc(NC(=O)COC(=O)CN2C(=O)c3ccccc3C2=O)cc1 | 1.4 | . | -3 | . | . | 0.1 | 6 | -5 | .
CN1CCN(c2ccc(C(=O)c3ccc(F)cc3)cc2)CC1 | -1.9 | 19 | -3 | 3 | 1 | 0.0 | -4 | 7 | 1
CCN(CC)c1nc(SCC(=O)O)nc(N(CC)CC)n1 | 8.4 | 10 | 0 | -2 | 4 | 0.0 | 4 | 9 | 3

Source: PubChem BioAssay
